Screens from PubChem.
BL2 CD40 inh: CD40 pathway inhibition in BL2 cells | BL2 NF-kB luciferase reporter, CD40L-induced, 4 h | inhibition, % at 10 µM | 0.94% of 83,000 active | AID 1053188;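 active = mean inhibition of at least 50% with a set share of replicates also reaching that level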;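 also: 0% = neutral control wells and 100% = IKK inhibitor VII at 50 µM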
* marks the source's active call; other numbers are inactive results; & = joins results of further samples; [ ] = remark or other dose.

SMILES | BL2 CD40 inh
COc1ccccc1-c1ccc([C@H]2[C@@H](CO)N(C(C)=O)[C@@H]2CN(C)C(C)=O)cc1 | -10[25 µM]
CC(C)CCNC(=O)NC(=O)COc1ncnc2sccc12 | 4
COc1cc(OC)cc(C(=O)Nc2c(C)nn(-c3ccccc3)c2C)c1 | 1
O=C(COC(=O)c1cccc(Br)c1)Nc1cccc(S(=O)(=O)N2CCCCC2)c1 | -2
N#C[C@H]1[C@@H](c2ccc(C#Cc3cccc(F)c3)cc2)[C@@H](CO)N1C(=O)C1CC1 | 8
CCCCNC(=O)NS(=O)(=O)c1ccc(C(=O)OC)o1 | 1
CCOC(=O)C1(CCc2ccccc2)CCN(Cc2nccn2CC)CC1 | -4
N#Cc1cccc(-c2ccc(C3[C@@H]4CN(C(=O)c5ccccn5)C[C@H]3N4)cc2)c1 (stereo partly specified) | 18&16[25 µM]
COc1ccc(NC(=O)CN2C(=O)NC(C)(C3CC3)C2=O)c(OC)c1 (stereo unspecified) | 13
COc1ccc(NC2=Nc3ccccc3CC2)cc1 | -18
COC(=O)C(CC(C)C)NC(=O)c1ccc(F)cc1 (stereo unspecified) | 2
CCCCC1NC(C(=O)O)CS1 (stereo unspecified) | 13
CC(OC(=O)CCCNC(=O)c1ccc(Cl)cc1)C(=O)N(C)Cc1ccccc1 (stereo unspecified) | 12
CC(=O)N1CCc2c(sc(NC(=O)C3CCCN3S(=O)(=O)c3cccs3)c2C(N)=O)C1 (stereo unspecified) | -3
O=C(NCC(=O)N1CCN(Cc2ccccc2)CC1)c1ccc(Br)o1 | -7
CCC(=O)c1ccc(NC(C)=O)cc1O | 4
COc1ccc(-c2ccc([C@@H]3[C@@H](CO)N4C(=O)CN(C(=O)C5CC5)C[C@@H]34)cc2)cc1 | -7[25 µM]
N#CC(c1ccccc1)C(CC(=NO)c1ccccc1)c1ccccc1 (stereo unspecified) | 22
CC1CN(C(=O)Nc2ccc3c(c2)OCO3)CC(C)O1 (stereo unspecified) | -62
O=C(CNCc1ccccn1)Nc1cc(S(=O)(=O)N2CCCCC2)ccc1Cl | 9
CCC(=O)N1[C@H](CO)[C@@H](c2ccccc2)[C@@H]1CN(C)C(=O)CN1CCOCC1 | 0[25 µM]
O=C(NCc1cccnc1)c1ccccc1CCc1ccccc1 | 6
CCOC(=O)C1(CCC(C)C)CC(CSc2nc3ccccc3[nH]2)OC1=O (stereo unspecified) | 15
COc1cccc(S(=O)(=O)N2[C@@H]3CNC[C@H]2C3c2ccc(-c3cccc(C(=O)N(C)C)c3)cc2)c1 (stereo partly specified) | -9&0
COc1ccccc1S(=O)(=O)Cc1ccc(C(=O)N2CCCC2)o1 | -5
Cc1ccc(-c2cnc3c(c2)C(=O)N([C@H](C)CO)C[C@H](C)[C@H](CN(C)C(=O)CN(C)C)O3)cc1 | -6[25 µM]
CO[C@H]1CN(C)C(=O)c2cc(NC(=O)C3CCOCC3)ccc2OC[C@@H](C)NC[C@H]1C | 2[25 µM]
Cc1nnc(-c2ccc(N3CCOCC3)c([N+](=O)[O-])c2)o1 | -11
CN(CC(=O)O/N=C(\N)c1ccc([N+](=O)[O-])cc1)S(=O)(=O)c1ccc2ccccc2c1 | 14
O=C(C[C@H]1CC[C@H](NC(=O)CN2CCOCC2)[C@H](CO)O1)NC1CCC1 | -1[25 µM]
Cn1c(N)c(C(=O)COC(=O)/C=C/c2cccc(Br)c2)c(=O)n(C)c1=O | 2
COc1ccccc1C(=O)NCCC(=O)NCC(c1ccc(F)cc1)N1CCOCC1 (stereo unspecified) | 20
CCCC(C)NC(=O)c1ccc(F)cc1 (stereo unspecified) | 6
COCCNc1nc2sc3c(c2c(=O)n1Cc1ccco1)CCCCC3 | -53
C/C=C/c1ccc(C2[C@@H]3CN(S(=O)(=O)c4ccccc4)C[C@H]2N3)cc1 (stereo partly specified) | 3
O=C1c2ccccc2C(Nc2ccc(Cl)cn2)N1c1cccnc1 (stereo unspecified) | -3
Cc1ccc(C(=O)Nc2ccc(F)c(S(=O)(=O)N3CCOCC3)c2)s1 | -4
Cc1ccc(S(=O)(=O)Nc2cnc3ccccc3c2)cc1 | 0
CC(=O)N1CCN(c2ccc([N+](=O)[O-])c(-n3nc(C)cc3C)c2)CC1 | 17
Cc1ccc(S(=O)(=O)CC(=O)N2CCN(c3ccc([N+](=O)[O-])cc3)CC2)cc1 | 22
Cc1ccc(NC(=O)CSc2nnc(CNC(=O)c3ccco3)n2C)cc1C | -11
CCCc1c(C)nn(C(=O)/C(C#N)=N/Nc2ccccc2[N+](=O)[O-])c1C | 4
N#Cc1cc2[nH]c(=O)c(=O)[nH]c2cc1[N+](=O)[O-] | -8[25 µM]
COc1cccc(NC(=O)CN(C)C(=O)C(CCSC)NC(=O)c2ccco2)c1 (stereo unspecified) | 3
CCC(C)(C(=O)NC1CCCCC1)N(C(=O)c1ccccn1)c1ccccc1 (stereo unspecified) | 2
COc1cccc(-c2ccc3c(c2)O[C@@H](CN(C)Cc2cccnc2)[C@@H](C)CN([C@@H](C)CO)S3(=O)=O)c1 | -3[25 µM]
Cc1ccc2c(c1)c1c(c(=O)n(-c3ccccc3)c(=O)n1CC(=O)NCC1CCCO1)n2C (stereo unspecified) | 12
CCN(C(=O)COc1cc(OC)ccc1C(C)=O)C1CCS(=O)(=O)C1 (stereo unspecified) | -2
COc1ccc(OC(=O)N(C)C[C@@H]2OCc3ccccc3-c3ccccc3C(=O)N([C@@H](C)CO)C[C@@H]2C)cc1 | -13
N#Cc1ccc(C(=O)OCC(=O)Nc2cccnc2Cl)cc1 | 3
C[C@@H]1CN([C@H](C)CO)C(=O)c2c(c3ccccc3n2C)-c2ccccc2CO[C@@H]1CN(C)C(=O)Cc1ccccc1 | 7
Cc1noc(C)c1S(=O)(=O)N(C)C[C@H]1Oc2c(NC(=O)c3ccc(-c4nccs4)cc3)cccc2C(=O)N([C@H](C)CO)C[C@H]1C | -6[25 µM]
OCCn1c(C(F)(F)F)nc2ccccc21 | 11
O=C(c1ccccc1F)N1CC2(C1)[C@H](c1ccccc1)[C@H](CO)N2CC1CCOCC1 | -6[25 µM]
CCCNC(=O)N1CC2(C1)[C@H](c1ccccc1)[C@H](CO)N2Cc1ccc(Cl)cc1 | -5[25 µM]
CCOc1cc(C(=O)Nc2ccc(C(=O)NCCN(CC)CC)cc2)ccc1OCC(=O)N1CCOCC1 | 11
COc1ccc(OC2(C)CCN(Cc3ccccc3OC(F)F)C2)cc1 (stereo unspecified) | -22
C[C@@H]1CN([C@H](C)CO)C(=O)c2cc(NC(=O)Nc3ccc4c(c3)OCO4)ccc2O[C@@H]1CN(C)C | 6[25 µM]
CCCC(=O)Nc1ccc2c(c1)OC[C@@H](C)N(S(=O)(=O)c1cn(C)cn1)C[C@H](C)[C@H](OC)CN(C)C2=O | -3[25 µM]
COc1cc(CNCc2ccccc2)ccc1OCC(O)c1ccccc1 (stereo unspecified) | 3

Continued.
SMILES | BL2 CD40 inh
COc1ccc2c3c([nH]c2c1)[C@@H](CO)NCC31CCN(C(=O)C2CCOCC2)CC1 | -8[25 µM]
COc1ccc(C(=O)N[C@H](C(=O)OCc2nc3ccsc3c(=O)[nH]2)C(C)C)cc1 | 0
c1ccc2nc(-c3nc4ccccc4o3)ccc2c1 | 82*
C[C@@H]1CN([C@@H](C)CO)C(=O)CCCn2cc(nn2)CO[C@@H]1CN(C)S(=O)(=O)c1cccc(C#N)c1 | 7[25 µM]
O=C(Nc1ccc(F)cc1)N1C[C@H]2[C@@H](c3ccccc31)[C@@H](CO)N2C(=O)c1ccncc1 | -4[25 µM]
c1ccc(-n2nnc3c(N4CCOCC4)ncnc32)cc1 | 68*
CNC[C@@H]1Oc2c(N)cccc2C(=O)N(C)C[C@@H]1C | 0
CN(C)CC(=O)N1[C@@H](C#N)[C@H](c2ccc(-c3cccc(C(=O)N(C)C)c3)cc2)[C@@H]1CO | -3[25 µM]
N#Cc1ccc(-c2ccc([C@@H]3[C@@H](CO)N4CCCCN(C(=O)Nc5ccc(F)cc5)C[C@H]34)cc2)cc1 | 1[25 µM]
Cn1c(=O)[nH]c(=O)c2c1nc(N1CCOCC1)n2CCN1CCOCC1 | 6
O=C(c1ccc(OC2CCN(CCCc3ccccc3)CC2)cc1)N1CCCC1 | -9
COC(=O)C1(C)NC(=O)c2ccccc2N1 (stereo unspecified) | 9
CCOc1ccc(C=NNc2ccc(S(=O)(=O)Nc3ccccc3C(=O)O)cc2[N+](=O)[O-])cc1 | -8
CC1CCc2sc(C(=O)NCC3CCCO3)cc2C1 (stereo unspecified) | -90
COc1ccc(N2CCN(C3CCCN(S(=O)(=O)c4ccccc4)C3)CC2)cc1 (stereo unspecified) | 6
COCCNC(=O)C1(C)CCCN(C(=O)c2cccc(C#N)c2)C1 (stereo unspecified) | 2
O=C(O)C1CC(c2cccc(Br)c2)=NO1 (stereo unspecified) | 5
O=C(Nc1cnn(Cc2ccc(Cl)cc2)c1)C1CCCC1 | -19
COc1cccc(C(=O)Nc2ccc3c(c2)OC[C@@H](C)N(C(=O)C2CCCC2)C[C@H](C)[C@H](OC)CN(C)C3=O)c1 | 3
O=C(C1CCCN(S(=O)(=O)c2ccc(F)cc2)C1)N1CCCC1 (stereo unspecified) | 13
O=C1C2CCC(C2)C1CN1CCOCC1 (stereo unspecified) | 5
CCN(CC)S(=O)(=O)c1cc(NC(=O)CSCc2c(C)noc2C)ccc1C | 6
Cc1cc2ncn(CC(C)C)c2cc1C | 0
COc1ccc(C2c3[nH]c4ccccc4c3CCN2Cc2ccoc2)c(F)c1 (stereo unspecified) | 4
COc1cc(OC)cc(OC(=O)C2CCN(C(=O)c3ccc(F)cc3)CC2)c1 | 10
COC(=O)C[C@H]1C=C[C@H](N)[C@H](CO)O1 | 1[25 µM]
COc1cc(NC(=O)Nc2cccc([N+](=O)[O-])c2)cc(OC)c1 | -2
COc1cc(OC)cc(C(=O)Nc2nc(CC(=O)NCc3ccc(F)cc3)cs2)c1 | 2
O=C(c1ccco1)N1CCN(C(=O)C(c2ccccc2)c2ccccc2)CC1 | 3
CC(C)(C)NC(=O)/C=C/c1cccs1 | -12

By substructure: the compounds so far containing a cyano group (10)
SMILES | BL2 CD40 inh
N#C[C@H]1[C@@H](c2ccc(C#Cc3cccc(F)c3)cc2)[C@@H](CO)N1C(=O)C1CC1 | 8
N#Cc1cccc(-c2ccc(C3[C@@H]4CN(C(=O)c5ccccn5)C[C@H]3N4)cc2)c1 (stereo partly specified) | 18&16[25 µM]
N#CC(c1ccccc1)C(CC(=NO)c1ccccc1)c1ccccc1 (stereo unspecified) | 22
CCCc1c(C)nn(C(=O)/C(C#N)=N/Nc2ccccc2[N+](=O)[O-])c1C | 4
N#Cc1cc2[nH]c(=O)c(=O)[nH]c2cc1[N+](=O)[O-] | -8[25 µM]
N#Cc1ccc(C(=O)OCC(=O)Nc2cccnc2Cl)cc1 | 3
C[C@@H]1CN([C@@H](C)CO)C(=O)CCCn2cc(nn2)CO[C@@H]1CN(C)S(=O)(=O)c1cccc(C#N)c1 | 7[25 µM]
CN(C)CC(=O)N1[C@@H](C#N)[C@H](c2ccc(-c3cccc(C(=O)N(C)C)c3)cc2)[C@@H]1CO | -3[25 µM]
N#Cc1ccc(-c2ccc([C@@H]3[C@@H](CO)N4CCCCN(C(=O)Nc5ccc(F)cc5)C[C@H]34)cc2)cc1 | 1[25 µM]
COCCNC(=O)C1(C)CCCN(C(=O)c2cccc(C#N)c2)C1 (stereo unspecified) | 2

(next part)
SMILES | BL2 CD40 inh
Cc1nc2cc(C(=O)OCC(=O)NC34CC5CC(CC(C5)C3)C4)ccc2n1-c1ccccc1 | -7
CCC(=O)N1[C@@H]2c3ccc(-c4ccccc4OC)c(=O)n3C[C@@H]2[C@@H](CO)[C@@H]1C(=O)NCCCN(C)C | -16[25 µM]
O=C(NCCS(=O)(=O)N1CCN(c2ccccc2)CC1)C1CC1 | 5
O=C(COC(=O)c1cncc(Br)c1)NCc1cccs1 | 2
CCCCN1C(=O)C(=O)N(CC(=O)Nc2sc(C)c(C)c2C(=O)OC)C1=O | 5
CCC(=O)NC[C@@H]1[C@@H](c2ccc(-c3ccc(F)cc3)cc2)[C@@H](CO)N1C(=O)CC | -7[25 µM]
CC(C)NC(=O)N1C[C@@H]2[C@H](c3ccccc31)[C@@H](CO)N2C(=O)c1cccnc1 | -15[25 µM]
O=C(NNC(=O)c1ccc2c(=O)n3c(nc2c1)CCC3)c1ccc(F)cc1 | 6
CCOc1ncccc1C(=O)OC(C)C(=O)Nc1ccc(N2CCOCC2)cc1 (stereo unspecified) | -37
O=C(c1cccc(S(=O)(=O)NCc2ccccc2)c1)N1CCN(c2ccc(F)cc2)CC1 | 6
Cc1cc(C(=O)OCC(=O)NC2CCS(=O)(=O)C2)c2ccccc2n1 (stereo unspecified) | -5
COc1ccc2c3c(n(C)c2c1)[C@H](CO)N(S(C)(=O)=O)CC31CCN(C(=O)C2CCCC2)CC1 | -1[25 µM]
COC(=O)C1(NC(=O)CNC(=O)OCc2ccccc2)CCCC1 | 1
O=[N+]([O-])c1ccccc1Sc1nccn1Cc1ccccc1 | 4
CCN(C(=O)Cn1nc(C)c([N+](=O)[O-])c1C)c1c(N)n(Cc2ccccc2)c(=O)[nH]c1=O | 2
CCn1ccnc1CN1CCN(CCC(C)C)C(CCO)C1 (stereo unspecified) | 22
CCCCNC(=O)COC(=O)c1cc(F)c(F)cc1Cl | -6
CCN(CC(=O)NC(C)C)C(=O)[C@H](C)NC(=O)c1ccc(Br)cc1 | 3
C[C@@H]1CN([C@H](C)CO)C(=O)c2cccc(NS(=O)(=O)c3ccc(Cl)cc3)c2O[C@H]1CN(C)S(=O)(=O)c1cccs1 | 11
c1ccc(CCC2CCCCN2Cc2nc(-c3ccc4c(c3)OCO4)no2)nc1 (stereo unspecified) | 2
CC(=O)c1cnc(-c2cccc(Cl)c2)s1 | -47
O=C(COc1ccc(S(=O)(=O)NC2CCCC2)cc1)N1CCCCCC1 | 2

Only part of the results is shown (hit frequency here may not be typical).
